# Lipid storage S3 – qHTS Assay for Lipid Storage Modulators in Drosophila S3 Cells | Drosophila S3 cells, BODIPY lipid droplet fluorescence, 18-24 h; cells fed with added oleic acid | Potency in µM for hits, for the others lipid storage change, negative = inhibition, % at the top dose, mostly 46.1 µM | hit rate 0.64% among 320,000; active = well fitted inhibition curve with a large enough effect in the signal ratio, with a control signal flat, not every such curve was filed as active; inconclusive = small, poorly fitted or top-dose-only effect, or effect the other way, or a change in a side signal; the % refers to the signal ratio
#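 Laser-scanning cytometry quantifies lipid droplet accumulation (500–530 nm total intensity; droplet/cell object ratio) in oleic acid-fed (400 uM added) Drosophila S3 cells treated with a concentration series. 20 uM Triacsin C defined 100% inhibition.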
# Lipid storage S3 cell count max – also measured in Lipid storage S3; calls as there; cell number change, %; measured here: cell count max response;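 cells counted by Cell Tracker Red CMTPX staining in the red channel; peak over a dose series mostly up to 46.1 µM; percent activity relative to internal control wells on each plate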
# Numbers without * were called inactive; i = inactive; u = inconclusive; x = no result given; [ ] = dose if it differs, or a comment. % is scaled to controls: 0 for no effect and ±100 for the full control effect; potency is read from the fitted curve at half-maximal effect. A portion of the library; the hit share may differ from the screen's.
canonical_smiles,Lipid storage S3,Lipid storage S3 cell count max
C[C@@H]1O[C@@H](OC[C@H]2O[C@@H](Oc3c(-c4ccc(O)c(O)c4)oc4cc(O)cc(O)c4c3=O)[C@H](O)[C@@H](O)[C@@H]2O)[C@H](O)[C@H](O)[C@H]1O,3%,1
O=C(O)/C=C/C(=O)Nc1ccc(-c2ccccc2)cc1,u,x
Cn1c(C(O)c2ccc(Cl)cc2)nc(Cl)c1Cl (stereo not drawn),12%,-20
CC1CCCCC1NC(=O)C1CCC(CNc2c(N3CCCCC3)c(=O)c2=O)CC1 (stereo not drawn),-6%,-17
CNC(=S)N1N=C2c3ccccc3CCC2C1c1ccccc1Cl (stereo not drawn),14%,2
CCOC(=O)c1[nH]c(C)c(C(=O)NCCC2=CCCCC2)c1C,u,x
C/C(N)=C(/C#N)C(=O)COC(=O)CCS(=O)(=O)c1ccccc1,u,x
N=c1oc2ccccc2cc1C(=O)Nc1ccccc1,i,9
COC(=O)c1cc(C(=O)NC(C)(C)CC(C)(C)C)cc([N+](=O)[O-])c1,i,-20
C=CCn1c(SCc2cccnc2)nnc1-c1ccncc1,14%,-11
O=C(CSc1ncccn1)Nn1cnnc1,7.3µM*,-0.6*
O=C(O)CCS(=O)(=O)Cc1ccccc1F,14%,5
O=c1c([N+](=O)[O-])c(O)c2ccccc2n1Cc1ccccc1,u,x
CCCc1cc(=O)[nH]c(SCC(=O)Nc2nonc2N)n1,-8%,-5
CCN(CC)c1ncnc2c1sc1nc(N3CCOCC3)c3c(c12)CCC3,-8%,-1
CN(C)c1ccc(NC(=O)/C=C/c2c(Cl)cccc2Cl)cc1,-13%,-11
CN1C(=O)CSc2ccc(NC(=O)N3CCc4ccccc43)cc21,u,x
Cc1c(NC(=O)c2ccccc2)cccc1[N+](=O)[O-],8%,15
Cc1ccc(Cl)cc1NC(=O)c1cnn2c1NC(c1ccco1)CC2C(F)(F)F (stereo not drawn),u,x
CN(c1cccc(Cl)c1)S(=O)(=O)c1cccc(C(=O)NN2CCOCC2)c1,u,x
CC(=O)C1=C(O)C(=O)N(c2cccc(Br)c2)C1c1ccc(Br)cc1 (stereo not drawn),u,x
CC(=O)Nc1ccc(OCC(O)Cn2ccnc2)cc1 (stereo not drawn),u,x
Cc1cccc(N2C(=O)CCC2=O)n1,5%,-13
Cc1cc(C)n(CC(=O)N/N=C/c2cc([N+](=O)[O-])ccc2O)n1,-8%,1
CC(=O)Nc1ccc(N(CC(=O)NC2CCCC2)C(=O)CCC(=O)Nc2cc(C)on2)cc1,u,x
Cc1csc(N/N=C/c2ccccn2)n1,-4%,24
CCNC(=S)NNC(=O)C1CCCCC1,i,x
CCNC(=O)CC1C(=O)N(c2ccccc2)C(=O)N1CCc1ccc(OC)cc1 (stereo not drawn),u,x
Cc1ccc(Cn2ncc3c(NN)ncnc32)cc1,u,x
Cc1ccc(N2CC(C(=O)OCC(=O)c3ccc(C)c([N+](=O)[O-])c3)CC2=O)cc1 (stereo not drawn),u,x
CC1(NC(=O)Nc2ccccc2)CCS(=O)(=O)C1 (stereo not drawn),u,x
O=C(NCCCN1CCN(c2ccc(F)cc2)CC1)c1cccc(N2CCCC2=O)c1,u,x
Cc1nc(NC(=O)C2CC2)sc1C(=O)N(C)C,u,x
Cc1cc(C(=O)CSc2nnc(N)s2)c(C)n1Cc1ccco1,12%,6
CC(NC(=O)CN1C(=O)NC(Cc2ccccc2)(Cc2ccccc2)C1=O)C12CC3CC(CC(C3)C1)C2 (stereo not drawn),u,x
CC1=C/C(=N\OS(=O)(=O)c2ccccc2)C(C(C)C)=CC1=O,u,x
CC(O)[C@H](NC(=O)C1CCN(C(=O)[C@H](Cc2ccccc2)NC(=O)OC(C)(C)C)CC1)C(=O)O (stereo partly drawn),0%,6
COC(=O)CSc1nnc(-c2ccc(S(=O)(=O)N3CCCC3)cc2)o1,-59%,5
Cc1noc(/C=C/c2ccccc2F)c1S(=O)(=O)N1CCC(C(=O)N2CCN(C)CC2)CC1,i,23
FC(F)(F)c1cccc(Sc2nc(-c3ccccc3)nnc2C(F)(F)F)c1,u,x
CCC(C)c1ccc(S(=O)(=O)N2CCN3CCCC3C2)cc1 (stereo not drawn),i,-6
COC(=O)n1c(=S)oc2cc(Cl)ccc21,u,x
Cc1c(C(C)C)c(=O)n(-c2ccc(S(=O)(=O)NC3CC3)cc2)n1C,25%,13
CCOC(=O)c1cnc2c(c(C)nn2CC)c1Cl,15%,0
Clc1ccc(Cc2ccccn2)cc1,u,x
CCOc1ccc(NC(=O)C2CC(C)=C(C)CC2C(=O)O)cc1 (stereo not drawn),-3%,0
CC(C)c1ccc(NC(=O)C2CCC(CNC(=O)[C@@H]3Cc4ccccc4CN3)CC2)cc1 (stereo partly drawn),u,x
COc1cccc(NS(=O)(=O)c2ccc(C)c(C(=O)N3CCCCC3)c2)c1,i,-14
CC(C)(C)c1ccc(OCC(=O)Nc2ccncc2)cc1,i,-23
CCC(C)NC(=O)c1ccc(NC(=O)CC2SC(N3CCCC3)=NC2=O)cc1 (stereo not drawn),u,x

# (more compounds)
canonical_smiles,Lipid storage S3,Lipid storage S3 cell count max
Cc1cc(C2=NNC(=Nc3ccc(S(=O)(=O)N4CCOCC4)cc3)SC2)c(C)n1CC1CCCO1 (stereo not drawn),1%,6
Cc1cc(C)cc(OCC(=O)NN2Cc3ccccc3C2=N)c1,i,x
CSc1nc(C)c(CCO)c(=O)[nH]1,u,x
CC1CCC(NC(=O)CC2Oc3ccccc3NC2=O)CC1 (stereo not drawn),u,x
Cc1cccc(-c2ncc(CN3CCCC(CO)(Cc4cccc(Cl)c4)C3)cn2)c1 (stereo not drawn),u,x
Cc1ccccc1NC(=O)CSCC(=O)Nc1ccccc1C,u,x
CCOC(=O)N1CCN(C(=O)c2cc3c(-c4ccc(Cl)cc4)nn(C)c3s2)CC1,u,x
CCCCn1c(N)c(N(CCOC)C(=O)c2ccc(COc3ccccc3)o2)c(=O)[nH]c1=O,u,x
COc1cc(C(=O)NCCCc2ccccc2)cc(OC)c1OC,u,x
C/C(=N/NC(=O)CN1CCN(S(=O)(=O)c2ccc(C)cc2)CC1)c1cccc(O)c1,1%,5
CCn1c(C)cc(/C=C2\SC(=O)N(CC(=O)Nc3ccc(C)c(C)c3)C2=O)c1C,2%,x
CC(=O)N1CCN(c2nnc(-c3ccccc3)c3ccccc23)CC1,13%,6
Cc1ccc2c(c1)C=CC(C#N)N2C(=O)c1ccccc1 (stereo not drawn),u,x
COC(=O)CCC(=O)NC1CC(C)(C)Cc2c1cnn2-c1ccccc1 (stereo not drawn),-1%,-13
Cc1ccc(S(=O)(=O)Cn2nnnc2CN2CCOCC2)cc1,10%,-7
O=C(Cc1ccccc1)NN1C(=O)C2C3C=CC(C3)C2C1=O (stereo not drawn),-4%,-21
CN1CCN(S(=O)(=O)c2ccc(NC(=O)C3CCCCC3)cc2)CC1,u,x
CC(C)CC(=O)Nc1nnc(S(=O)(=O)N2CCCCCC2)s1,i,-17
CC(=O)N/C(=C\c1ccccc1)C(=O)OCc1ccccc1,-16%,x
COc1cc(-c2nnc(SCC3(c4ccc(Br)cc4)OCCO3)o2)cc(OC)c1OC,-12%,x
CC(C)(C)OC(=O)CC[C@@H](C(=O)N1CCN(C(=O)OC(C)(C)C)CC1)n1cc(C(CO)NC(=O)OC(C)(C)C)nn1 (stereo partly drawn),u,x
CC12CCC(=O)N1C(C(=O)Nc1nc(-c3ccc(F)c(F)c3)cs1)CS2 (stereo not drawn),14%,6
Cc1ccc(/C=C(\C#N)C(=O)NC(C)C)o1,i,x
O=C(c1ccccc1)N1CCSC1=S,-10%,-13
Cn1c(CN2CCOCC2)nnc1SCC(=O)Nc1cccc(C(F)(F)F)c1,u,x
CCCOP(=O)(OCCC)C(Nc1ccc(C(C)C)cc1)c1ccc([N+](=O)[O-])cc1 (stereo not drawn),8%,-18
Nc1c(C(=O)OCC(=O)Nc2ccc(OC(F)F)cc2)[nH]c(=O)[nH]c1=O,u,x
Cc1cc(/C=N/Nc2ccc([N+](=O)[O-])cn2)c(C)n1-c1ccccc1,u,x
Cc1c(=O)n(OCc2ccccc2F)c2ccccc2[n+]1[O-],i,2
CCOC(=O)C1CCCN(S(=O)(=O)c2cn(C)c(=O)n(C)c2=O)C1 (stereo not drawn),u,x

# 4 compounds already listed, ordered by the value under Lipid storage S3, rising:
canonical_smiles,Lipid storage S3,Lipid storage S3 cell count max
COC(=O)CSc1nnc(-c2ccc(S(=O)(=O)N3CCCC3)cc2)o1,-59%,5
CC(=O)N/C(=C\c1ccccc1)C(=O)OCc1ccccc1,-16%,x
C/C(=N/NC(=O)CN1CCN(S(=O)(=O)c2ccc(C)cc2)CC1)c1cccc(O)c1,1%,5
C[C@@H]1O[C@@H](OC[C@H]2O[C@@H](Oc3c(-c4ccc(O)c(O)c4)oc4cc(O)cc(O)c4c3=O)[C@H](O)[C@@H](O)[C@@H]2O)[C@H](O)[C@H](O)[C@H]1O,3%,1

# Continued.
canonical_smiles,Lipid storage S3,Lipid storage S3 cell count max
Cc1ccc(OCCNS(=O)(=O)c2ccc(N3CCCC3=O)cc2)cc1C,u,x
CCOc1ccc(NC(=O)N(CCN2CCOCC2)Cc2ccc3c(c2)CCCN3CC)cc1,-5%,-8
O=S(=O)(Nc1cccc(S(=O)(=O)N2CCCC2)c1)c1cccc(Br)c1,5%,19
ClCc1csc(-c2ccccc2Cl)n1,u,x
c1ccc(CCNc2ncnc3nc[nH]c23)cc1,u,x
Cc1ccc(C(=O)Nc2cccc(C(=O)NCc3ccccc3)c2)cc1,u,x
Cn1nc(C(=O)N2CCN(S(=O)(=O)/C=C/c3ccccc3)CC2)c2ccccc2c1=O,u,x
Nc1[nH]n(-c2ccccc2)c(=O)c1N=Nc1ccc2c(c1)OCCO2,u,x
O=C(Cn1c(=O)c(=O)n(Cc2ccccc2)c2ccc(Cl)cc21)Nc1cccc(F)c1,12%,-6
CCOC(=O)CSc1ccc(S(=O)(=O)N(CC)CC)cc1[N+](=O)[O-],5%,16
O=C(NCc1cccc(C(F)(F)F)c1)C1CC(c2c(Cl)cccc2Cl)=NO1 (stereo not drawn),u,x
O=C(O)[C@H](Cc1ccccc1)N1C(=O)c2ccncc2C1=O,u,x
OC(CCN1CCCCC1)(c1ccccc1)c1ccccc1,2%,3
CNS(=O)(=O)c1ccc2nc(NC(=O)c3ccc(N4C(=O)CCC4=O)cc3)sc2c1,18%,x
C[n+]1cccc(CNC(=O)/C=N/O)c1,24%,x
CCn1cc(C(=O)N2CCN(c3ccccc3OC)CC2)c2cc(OC)c(OC)cc2c1=O,5%,7
Cc1ccc(/C=C/C(=O)NCCCN2CCN(CCCNC(=O)/C=C/c3ccc(C)cc3)CC2)cc1,-5%,-7
NC(=O)N/N=C1\CCS(=O)(=O)c2ccc(F)cc21,u,x
COc1ccc(OC(C)C(=O)N(C)Cc2nc(-c3ccc(C)cc3)no2)cc1 (stereo not drawn),u,x
CCOc1ccc(C(C)NC(=S)NC2CCCCC2)cc1 (stereo not drawn),u,x
Cc1ccc(/C=N/NC(=O)CNC(=O)c2ccc(S(=O)(=O)N3CCCC3)cc2)o1,-17%,10
COc1cccc(OC)c1C(=O)NN1CCCCC1,6%,12
O=C(O)CCC(=O)N1CCc2cc(S(=O)(=O)N(CCc3ccccc3)Cc3ccccc3)ccc21,u,x
S=C(Nc1ccc2nc(-c3ccccn3)c(-c3ccccn3)nc2c1)N1CCOCC1,6%,0
O=C1CN(C(=O)c2cc([N+](=O)[O-])ccc2Cl)C(c2ccc(F)cc2)c2cc(F)ccc2N1 (stereo not drawn),u,x
Clc1ccc(OCc2nc(-c3ccccn3)n[nH]2)cc1,i,-15
CCc1nc(N2CCCCC2)c2oc3ccccc3c2n1,u,x
O=C(c1ccc(F)cc1F)C1CCN(c2ccc([N+](=O)[O-])cn2)CC1,0%,14
CCCCOc1ccc(C2(C(=O)O)CCCC2)cc1,u,x
COc1ccc(CCn2nnnc2C(c2ccccc2)N2CCN(C)CC2)cc1OC (stereo not drawn),u,x

# Reprinted from the results shown for reference:
canonical_smiles,Lipid storage S3,Lipid storage S3 cell count max
CCCCOc1ccc(C2(C(=O)O)CCCC2)cc1,u,x
COc1ccc(CCn2nnnc2C(c2ccccc2)N2CCN(C)CC2)cc1OC (stereo not drawn),u,x

# Later entries
canonical_smiles,Lipid storage S3,Lipid storage S3 cell count max
Cc1cccc(C)c1NC(=O)CN(C)C(=O)CSC(=S)N1CCCC1,i,-26
Cc1n[nH]c(C)c1C(=O)CC1(O)C(=O)N(CCc2ccccc2)c2ccc(Cl)cc21 (stereo not drawn),u,x
Cc1cc([N+](=O)[O-])cnc1N1CCOCC1,0%,4
O=C(Nc1nnc(SCC(=O)N2CCCCC2)s1)c1c(F)cccc1F,43%,2
O=C1CC(NS(=O)(=O)c2cccs2)CN1c1ccc(Cl)cc1 (stereo not drawn),9%[0.0737 µM],x
CCOC(=O)c1csc(N/N=C2\CCc3ccccc32)n1,12%,3
COc1cc2c(cc1OC)C1=NC(=O)CN1C(SCc1ccccc1)=N2,u,x
Cc1cc(Br)ccc1SCC(=O)OCC(=O)c1c(N)n(C)c(=O)n(C)c1=O,-1%,28
